Source: PubChem
NR2E3 ag-1: agonists of human nuclear receptor NR2E3. GST-NR2E3/biotin-RetCOR TR-FRET, 1536-well. inhibition of corepressor binding, % at 4.78 µM. 320,000 tested, 0.12% active. AID 2300;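 active = percent inhibition above the cutoff of mean plus 3 SD of all tested compounds, set per screening campaign, cut at about 20% in these data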;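 note: 0% = DMSO wells and 100% = biotin wells as full block of FRET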
Target sequence (Q9Y5X4 whole entry, looked up): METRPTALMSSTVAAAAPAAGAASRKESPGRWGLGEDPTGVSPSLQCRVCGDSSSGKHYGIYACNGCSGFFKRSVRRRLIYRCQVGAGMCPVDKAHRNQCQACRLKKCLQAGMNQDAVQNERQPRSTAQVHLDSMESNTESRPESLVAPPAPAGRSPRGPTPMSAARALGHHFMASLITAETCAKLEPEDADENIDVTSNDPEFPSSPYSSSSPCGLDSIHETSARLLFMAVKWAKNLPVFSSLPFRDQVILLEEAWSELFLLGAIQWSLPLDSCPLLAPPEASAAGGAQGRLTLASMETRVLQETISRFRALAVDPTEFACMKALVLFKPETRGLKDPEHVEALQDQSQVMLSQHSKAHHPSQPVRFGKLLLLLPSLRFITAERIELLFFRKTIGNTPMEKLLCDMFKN
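Material: NR2E3–RetCOR corepressor complex / Incubation: Compound–protein incubation for 5 h at 4 °C / Dosing: compound at 4.8 µM, single dose / Detection: time-resolved FRET / Benchmarks: high control biotin, low control 0.6% DMSO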
CF NFkB inh: cystic fibrosis NF-kB activation inhibition; KKLEB NF-kB-GFP reporter, PAF-induced, GFP fluorescence overnight; inhibition, % at 5 µM; 360,000 tested, 0.86% active; AID 588850;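 active = at least 50% inhibition at 5 µM, scaled per plate between neutral and stimulator controls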;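 note: PAF is a Pseudomonas aeruginosa culture filtrate used as stimulus; plate controls were PAF-stimulated DMSO wells for no effect and unstimulated DMSO wells for full effect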
HIF-2a block: HIF-2a inhibition; 360,000 tested, 0.72% active; AID 624352; inhibition, % at 18.8 µM; 786-0 RCC cells HIF-2a reporter, luciferase luminescence, overnight;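 active = inhibition of the luminescence signal of 40% or more relative to plate controls, in a single-dose primary screen at 18.75 µM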
KKLEB cytotox: reduces viability of KKLEB cystic fibrosis airway cells; KKLEB CF airway cells viability, ATPlite luminescence, overnight; hits give low values; cells stimulated with P. aeruginosa culture filtrate; activity change (cytotoxicity), % at 5 µM; 360,000 tested, 0.36% active; AID 602141;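 active = corrected activity change at or below -50% at 5 µM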
Peg3 promoter: reduces Peg3 promoter-driven luciferase expression in HeLa | inhibition, % at 20 µM | HeLa PEG-Prom luciferase reporter, luminescence, overnight | 360,000 tested, 1.7% active | AID 588405;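 active = inhibition of at least 50% at 20 µM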
NR2E3 ag-2: agonists of human NR2E3 nuclear receptor; AID 602229; inhibition of corepressor binding, % at 3.98 µM; 360,000 tested, 0.35% active; CHO-S Gal4-NCOR/VP16-NR2E3 two-hybrid, luciferase; Q9Y5X4;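 active = inhibition above the mean of all tested compounds plus 3 SD, cut at about 70% in these data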;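 note: 0% = DMSO with NR2E3 transfected cells and 100% = cells lacking NR2E3 construct; higher means lower luciferase signal from less NR2E3 corepressor binding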
TWEAK-Fn14 inh: blocks TWEAK-Fn14 interaction in a reporter cell assay; TWEAK-stimulated Fn14 reporter cells, luciferase luminescence, 8 h; inhibition, % at 10 µM; 360,000 tested, 2% active; in the data active = inhibition above about 50%
aDG glyco up: increases alpha dystroglycan glycosylation; activation, % at 10 µM; 360,000 tested, 0.22% active; Pro5-aDG cells, alpha-DG glycosylation AlphaScreen (IIH6); 0% Pro5, 100% B10-LARGE cell signal;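 active = activation of at least 8% versus controls, or a plate z-score of at least 8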;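 note: Pro5 are CHO cells carrying HIG-tagged alpha-DG that lacks glycosylation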
MITF TRPM1 inh: reduces MITF-dependent TRPM1 promoter luciferase signal | 330,000 tested, 0.83% active | SK-MEL-5 TRPM1 promoter luciferase, 24 h | inhibition, % at 12.5 µM;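 active = mean inhibition across replicates of 60% or more, whatever share of single replicates reaches that level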; note: values of inactives mirror those of a sister screen read the other way
Shn3 inh set2: reduces Shn3 3'UTR luciferase signal in osteoblasts | Clone20 osteoblast Shn3 3'UTR firefly luciferase, 24 h | inhibition, % at 12.5 µM | 360,000 tested, 0.52% active | AID 588674;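 active = mean inhibition of at least 75% with every replicate also reaching 75%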;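 note: 0% = median of neutral control wells and 100% = pilot-screen positive control compound; some compounds past the cut are filed as inactive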
hiPSC survival: hiPSC single-cell survival enhancement; survival enhancement, % at 20 µM; AID 602274; 360,000 tested, 0.044% active; ATPlite luminescence; 100% = ROCK inhibitor wells, 0% = DMSO; in the data active = survival enhancement above about 18%;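 note: cells exposed to compounds for 16 hours before the ATP read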
An asterisk follows results filed as active; nt = no result given.

| Structure | NR2E3 ag-1 | CF NFkB inh | HIF-2a block | KKLEB cytotox | Peg3 promoter | NR2E3 ag-2 | TWEAK-Fn14 inh | aDG glyco up | MITF TRPM1 inh | Shn3 inh set2 | hiPSC survival |
| --- | --- | --- | --- | --- | --- | --- | --- | --- | --- | --- | --- |
| Cc1oc2c(C)c3oc(=O)c(CC(=O)N[C@@H](CC(C)C)C(=O)N[C@@H](Cc4ccccc4)C(=O)O)c(C)c3cc2c1C | 0 | 4 | 7 | -3 | -3 | -20 | -9 | 0.1 | 10 | 0 | -1.5 |
| C[C@@H]1CN([C@@H](C)CO)C(=O)CCCn2nncc2CO[C@@H]1CN(C)C(=O)Nc1cccc2ccccc12 | nt | -14 | 15 | 21 | -1 | -4 | 2 | 0.2 | nt | -4 | -1.3 |
| Cc1cccc(N2C(=O)c3cccc4c(N5CCCCC5)c([N+](=O)[O-])cc(c34)C2=O)c1C | 2 | 5 | 4 | -1 | 17 | -35 | -16 | -0.4 | -3 | 2 | -1.1 |
| O=C(Nc1ccccc1N1CCCCC1)c1cc(S(=O)(=O)N2CCOCC2)ccc1Cl | -2 | 30 | 15 | 3 | 9 | -16 | 1 | 0.1 | 14 | 23 | 0.2 |
| COc1ccc(/C=C(\C#N)C(=O)OCC(=O)Nc2c(C)cccc2C)cc1 | -3 | 10 | 13 | -4 | 0 | -21 | -21 | 0.0 | -3 | -21 | 0.0 |
| Cc1ccc2[nH]c(=O)c(CN(c3cccc(C)c3C)S(=O)(=O)c3ccccc3)cc2c1 | -4 | 11 | 4 | 5 | 16 | -12 | 2 | 0.4 | 26 | 9 | 0.3 |
| CCN(CC)C(=O)C1=C(C)N(Cc2ccc(OC)cc2)C(=O)C(CC(=O)NCCCN(C)C)C1 (centres undefined) | nt | 23 | 1 | -6 | -13 | -33 | 13 | 0.3 | nt | -25 | 0.8 |
| CCn1c(=O)[nH]c(=O)c2c(N)c(C(=O)c3cc(F)ccc3F)sc21 | -2 | 35 | 14 | 0 | 26 | -49 | -18 | 0.0 | 7 | 1 | 0.6 |
| COc1ccc(C(=O)c2ccccc2Cl)cc1OC | 0 | 19 | 20 | -13 | 8 | -1 | 1 | 1.4 | 14 | 0 | -3.4 |
| CC12CCC(C(=O)NNC(=O)c3ccc(F)cc3)(OC1=O)C2(C)C (centres undefined) | 3 | -4 | 9 | -14 | 9 | -5 | -11 | 0.0 | 0 | -24 | 0.4 |
| COC(=O)Cn1c(C)c(/C=C/c2cc[n+](C)cc2)c2ccccc21 | nt | -39 | 18 | -4 | 20 | -15 | 0 | -0.2 | 9 | -2 | -0.3 |
| O=C(NC1CCCN(c2ccc(C(F)(F)F)cn2)C1)c1ccnc(Cl)c1 (centres undefined) | 2 | -10 | 12 | 8 | 2 | -2 | 3 | -0.1 | 4 | -58 | 0.8 |
| CCC(C)(O)c1[nH]c2ccc(C(=O)OC)cc2c1C (centres undefined) | 6 | -1 | -99 | -3 | -154 | -18 | -1 | 0.0 | -47 | -43 | 7.6 |
| Nc1nc(NCc2ccco2)nc(N2CCCC2)c1[N+](=O)[O-] | -2 | 22 | 15 | -12 | 12 | 24 | 12 | 0.0 | 9 | 1 | -0.1 |
| Cc1ccc(S(=O)(=O)NCC(=O)N(CC2CCCO2)C(C(=O)NC2CCCCC2)C(C)C)cc1 (centres undefined) | 2 | -15 | 9 | 5 | 23 | 2 | 16 | 0.0 | 14 | 2 | 1.0 |
| CC(c1ccc2ccccc2c1)c1ccccc1C(=O)O (centres undefined) | nt | 14 | 0 | -14 | 2 | -31 | -13 | 0.0 | nt | -6 | -0.8 |
| CCCNC(=O)CCn1c(-c2ccc(C)cc2)cc(C(=O)OCC)c1C | 4 | 1 | 11 | 5 | 12 | -14 | -17 | 0.4 | -6 | 10 | -4.4 |
| CCC(CO)NCc1sccc1C (centres undefined) | -1 | -2 | 16 | 11 | 6 | -13 | 10 | -0.1 | 3 | 19 | -0.1 |
| CCSc1nnc(-c2ccccc2NC(=O)CC)c(=O)[nH]1 | 1 | -10 | 2 | 4 | 5 | 8 | 4 | 0.3 | -8 | 7 | 0.6 |
| COc1cc2nc(CN3CCN(S(=O)(=O)c4ccccc4[N+](=O)[O-])CC3)[nH]c(=O)c2cc1OC | nt | -6 | 32 | 0 | -4 | -25 | -17 | -0.4 | nt | 5 | -0.2 |
| Cc1cc(-c2ccc(S(=O)(=O)N(C)Cc3ccccc3)cc2)on1 | 4 | 4 | 5 | -11 | 14 | -3 | 0 | -0.3 | 3 | -7 | -0.3 |
| COc1ccc(NC(=O)C(=O)NCC(=O)Nc2cccc(C(F)(F)F)c2)cc1 | -2 | 16 | 5 | -6 | 8 | -25 | -10 | 0.1 | 3 | 8 | 0.8 |
| Cc1ccc(S(=O)(=O)N2CCN(C(=O)c3ccc([N+](=O)[O-])cc3)C2)cc1 | 4 | -5 | 6 | 4 | 2 | -5 | 8 | -0.2 | -9 | -15 | 1.9 |
| Cc1cc2c(cc1C)N(C(=O)CSc1nncn1C)C(C)(C)c1ssc(=S)c1-2 | 2 | 12 | 17 | -19 | 36 | -6 | -3 | -0.4 | -6 | 15 | 0.4 |
| Cc1nc2ccccc2c2oc(C(=O)N3CC(C)CC(C)C3)cc12 (centres undefined) | 2 | 4 | -5 | 7 | 10 | -4 | -8 | 0.0 | 9 | 19 | -0.5 |
| Cc1cc(S(=O)(=O)N2CCc3ccccc3C2)ccc1F | -3 | -2 | 10 | 4 | 5 | -24 | 1 | 0.0 | 4 | 7 | 0.1 |
| COc1cc(CC(NC(C)=O)C(=O)NC2CCN(C(=O)C3CC3)CC2)cc(OC)c1 (centres undefined) | 0 | -6 | 11 | -3 | -7 | -6 | 13 | -0.2 | 1 | 0 | -0.4 |
| CC(C)[C@H]1CN=C2N(C[C@H](C)NC(=O)CCC3CCCCC3)[C@H](Cc3ccc(O)cc3)CN21 | -4 | -9 | -12 | -28 | -9 | 14 | -10 | -0.1 | -10 | 5 | -1.1 |
| CCOC(=O)c1sc(NC(=O)Cc2c(F)cccc2Cl)nc1C | -1 | 5 | -174 | 6 | -83 | -12 | 9 | 0.3 | -27 | -12 | -0.1 |
| CC1CC1C(=O)OCC(=O)NNC(=O)c1ccc([N+](=O)[O-])cc1 (centres undefined) | 0 | -13 | 4 | -4 | 12 | -14 | 9 | -0.2 | 7 | -11 | 0.5 |

Next part; the last six above are carried over.
Screens by letter: A = NR2E3 ag-1; B = CF NFkB inh; C = HIF-2a block; D = KKLEB cytotox; E = Peg3 promoter; F = NR2E3 ag-2; G = TWEAK-Fn14 inh; H = aDG glyco up; I = MITF TRPM1 inh; J = Shn3 inh set2; K = hiPSC survival
Cc1nc2ccccc2c2oc(C(=O)N3CC(C)CC(C)C3)cc12 (centres undefined)
  A: 2; B: 4; C: -5; D: 7; E: 10; F: -4; G: -8; H: 0.0; I: 9; J: 19; K: -0.5
Cc1cc(S(=O)(=O)N2CCc3ccccc3C2)ccc1F
  A: -3; B: -2; C: 10; D: 4; E: 5; F: -24; G: 1; H: 0.0; I: 4; J: 7; K: 0.1
COc1cc(CC(NC(C)=O)C(=O)NC2CCN(C(=O)C3CC3)CC2)cc(OC)c1 (centres undefined)
  A: 0; B: -6; C: 11; D: -3; E: -7; F: -6; G: 13; H: -0.2; I: 1; J: 0; K: -0.4
CC(C)[C@H]1CN=C2N(C[C@H](C)NC(=O)CCC3CCCCC3)[C@H](Cc3ccc(O)cc3)CN21
  A: -4; B: -9; C: -12; D: -28; E: -9; F: 14; G: -10; H: -0.1; I: -10; J: 5; K: -1.1
CCOC(=O)c1sc(NC(=O)Cc2c(F)cccc2Cl)nc1C
  A: -1; B: 5; C: -174; D: 6; E: -83; F: -12; G: 9; H: 0.3; I: -27; J: -12; K: -0.1
CC1CC1C(=O)OCC(=O)NNC(=O)c1ccc([N+](=O)[O-])cc1 (centres undefined)
  A: 0; B: -13; C: 4; D: -4; E: 12; F: -14; G: 9; H: -0.2; I: 7; J: -11; K: 0.5
O=C(NCc1ccccc1)N1CCC(n2cnc3cc(F)ccc32)CC1
  A: -2; B: -7; C: 22; D: 9; E: 5; F: -32; G: -2; H: 0.3; I: -5; J: -7; K: -2.1
Cc1ccc(OCC(=O)N/N=C\c2ccco2)c(C)c1
  A: 3; B: -26; C: -57; D: 16; E: -38; F: -19; G: -20; H: 0.1; I: -8; J: -6; K: 1.3
COc1cc(NC(=O)N2c3ccccc3Sc3ccccc32)c(C(=O)O)cc1OC
  A: 4; B: 2; C: 3; D: 3; E: -1; F: -1; G: 0; H: 0.1; I: 5; J: 2; K: -0.6
CC(C)CC(=O)N1CCN(CC2CC=CCC2)CC1 (centres undefined)
  A: 1; B: -4; C: 9; D: -1; E: 6; F: -5; G: 2; H: 1.3; I: -17; J: -2; K: -0.3
CN(C(=O)CSc1nc(O)cc(=O)n1C1CCCC1)c1ccccc1
  A: 1; B: -28; C: 12; D: 22; E: 17; F: 23; G: 22; H: 0.0; I: -1; J: 15; K: -0.7
Cc1ccc(C(C)NC(=O)c2cccnc2)cc1 (centres undefined)
  A: -4; B: -5; C: 11; D: -3; E: 8; F: 6; G: -5; H: 0.0; I: -1; J: -5; K: -0.4
CCOc1ccc(NC(=O)N2CCC(n3nnc4ccccc43)CC2)cc1
  A: 4; B: 1; C: 2; D: -11; E: 1; F: -34; G: -12; H: 0.0; I: 8; J: -4; K: 4.2
COc1cccc2c1Oc1ncccc1N(C(=O)CCC(=O)NCc1ccccc1)C2
  A: -1; B: -9; C: 15; D: 8; E: -12; F: -28; G: -27; H: 0.1; I: -10; J: 5; K: 0.0
COC(=O)c1ccc(NC(=O)CSc2nncn2C)cc1
  A: 2; B: -13; C: -7; D: -9; E: -18; F: -24; G: -4; H: 0.0; I: 0; J: 6; K: 1.5
Cc1nnc2c(-c3ccccc3)nc3ccccc3n12
  A: -1; B: -17; C: -13; D: 3; E: 0; F: -8; G: -16; H: 0.0; I: 9; J: 5; K: 6.9
CCN(CC(=O)NCc1cccs1)C(=O)COc1cccc(C(F)(F)F)c1
  A: 1; B: -6; C: 10; D: -11; E: 9; F: 5; G: 5; H: 0.1; I: 0; J: 6; K: -0.1
Cc1ccc(C)c2[nH]c(=O)c(CCNC(=O)Cc3cccs3)cc12
  A: 0; B: -7; C: -6; D: -11; E: -1; F: -14; G: -18; H: 0.0; I: nt; J: -11; K: 0.4
CCCOC(=O)C1NC(=O)N2C(C(=O)OCCC)C(C)(C)S[C@H]12 (some centres undefined)
  A: -1; B: -8; C: -2; D: 0; E: 5; F: -32; G: -8; H: 0.0; I: -11; J: -25; K: 23*
COc1ccc(C(=O)Nc2ccc(NS(=O)(=O)c3ccccc3)cc2)cc1OC
  A: -3; B: 7; C: 23; D: -2; E: 26; F: 17; G: -4; H: -0.2; I: 3; J: 16; K: -0.2
CC(=O)Nc1ccc(CNc2nc(NC(C)C)nc3ccsc23)cc1
  A: nt; B: -7; C: -47; D: -7; E: -34; F: 3; G: -7; H: 0.1; I: nt; J: -20; K: 1.9
CCOP(=O)(OCC)C(Nc1ccc([N+](=O)[O-])cc1)c1ccc(Cl)cc1 (centres undefined)
  A: -4; B: -11; C: 26; D: 3; E: 18; F: -12; G: 3; H: 0.0; I: 8; J: 8; K: -0.1
